# Screens: PubChem BioAssay, Sanford-Burnham Center for Chemical Genomics
# hIAP activ = human IAP activation; P09923; purified human IAP, CDP-Star luminescence, 30 min; stronger effect = higher value; 1 = vehicle-only enzyme, 0 = enzyme-free background; activation factor at 10 µM; 0.16% of 330,000 active; AID 2524;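 active = activation factor of the enzyme at least 2-fold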; note: the source names both 10 and 20 µM as test concentration; values of inactives mirror those of a sister screen read the other way
# mIAP act = increases mouse intestinal alkaline phosphatase activity; muIAP, CDP-Star luminescence, 30 min; stronger effect = higher value; 1 = vehicle-only enzyme signal, 0 = enzyme-free wells; activation factor at 10 µM; 0.24% of 330,000 active; AID 2805;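 active = activation factor of at least 2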; note: the source names both 10 and 20 µM as test concentration; values of inactives mirror those of a sister screen read the other way
#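 Assay system: mouse IAP enzyme / Compound: DMSO-dissolved test compounds / Timing: 30 min, room temperature / Measured by: luminescence from enzymatic CDP-Star hydrolysis / Control set: DMSO-only wells, enzyme-free buffer wells as negative control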
# Apaf-1 inh = blocks human Apaf-1 apoptosome activity; O14727; reconstituted apoptosome caspase-3 activity, DEVD-Rh110 fluorescence; inhibition, % at 20 µM; 0.71% of 330,000 active; AID 489030; active = inhibition of at least 40% at 20 µM;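 note: plate controls were DMSO wells for no effect and DEVD-CHO caspase inhibitor wells for full effect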
# Target sequence (O14727 whole entry, looked up): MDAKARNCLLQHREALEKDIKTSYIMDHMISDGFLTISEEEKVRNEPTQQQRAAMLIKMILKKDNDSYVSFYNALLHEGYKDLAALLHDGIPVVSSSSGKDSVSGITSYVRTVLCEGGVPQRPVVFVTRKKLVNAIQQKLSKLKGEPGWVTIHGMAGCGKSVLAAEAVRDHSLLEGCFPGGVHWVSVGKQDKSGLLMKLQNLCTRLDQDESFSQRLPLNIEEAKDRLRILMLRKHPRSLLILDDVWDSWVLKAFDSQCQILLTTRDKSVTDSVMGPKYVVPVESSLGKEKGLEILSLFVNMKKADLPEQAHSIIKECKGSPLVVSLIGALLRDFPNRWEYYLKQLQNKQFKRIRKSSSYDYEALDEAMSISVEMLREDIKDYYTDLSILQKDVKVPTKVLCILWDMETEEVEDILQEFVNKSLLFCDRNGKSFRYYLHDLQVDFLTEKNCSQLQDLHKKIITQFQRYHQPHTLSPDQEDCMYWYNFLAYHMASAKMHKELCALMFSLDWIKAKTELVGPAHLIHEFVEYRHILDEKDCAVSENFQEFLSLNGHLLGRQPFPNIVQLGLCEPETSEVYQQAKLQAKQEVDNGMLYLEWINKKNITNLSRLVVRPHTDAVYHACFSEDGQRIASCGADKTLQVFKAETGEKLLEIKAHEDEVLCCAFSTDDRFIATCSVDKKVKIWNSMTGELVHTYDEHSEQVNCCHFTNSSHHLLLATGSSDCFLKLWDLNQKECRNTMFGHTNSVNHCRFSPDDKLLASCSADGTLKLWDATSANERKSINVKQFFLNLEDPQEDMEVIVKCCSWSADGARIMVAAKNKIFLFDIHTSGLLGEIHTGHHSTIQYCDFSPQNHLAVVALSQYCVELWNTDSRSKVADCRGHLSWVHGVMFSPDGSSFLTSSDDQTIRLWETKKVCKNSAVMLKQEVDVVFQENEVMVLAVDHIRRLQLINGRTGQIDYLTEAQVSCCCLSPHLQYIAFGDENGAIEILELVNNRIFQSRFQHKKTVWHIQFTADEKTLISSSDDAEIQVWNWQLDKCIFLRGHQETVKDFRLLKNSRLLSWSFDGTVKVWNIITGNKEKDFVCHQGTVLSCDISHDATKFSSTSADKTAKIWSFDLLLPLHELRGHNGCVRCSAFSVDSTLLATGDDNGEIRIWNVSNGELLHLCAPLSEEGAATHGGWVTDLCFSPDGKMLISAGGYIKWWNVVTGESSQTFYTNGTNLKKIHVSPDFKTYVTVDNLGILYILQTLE
#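 Material: biochemical Apaf-1 apoptosome reconstitution. Medium: Hepes buffer, pH 7.5. Also added: cytochrome c activation, bis-DEVD rhodamine 110 substrate. Timing: 30 min compound preincubation, 50 min activation, room temperature. Measured by: rhodamine 110 fluorescence at Ex 480/Em 540 nm.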
# tim10-1 inh = tim10-1 yeast growth inhibition. AID 463190. S. cerevisiae tim10-1 ts strain growth, BacTiter-Glo, 24 h. inhibition, % at 20 µM. 2.2% of 330,000 active;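 active = inhibition of at least 40%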;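 note: mutant grown at 25 °C; 0% = DMSO wells with yeast and 100% = wells holding no yeast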
# NLRP3 yeast inh = inhibitors of NALP3 inflammasome in yeast; Yeast reconstituted NLRP3/ASC/caspase-1, beta-gal luminescence, 24 h; inhibition, % at 10 µM; 0.39% of 330,000 active; AID 2825;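 active = inhibition of 50% or more; inactive = inhibition below 50%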;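 note: plate controls were induced DMSO wells for no effect and uninduced yeast grown without galactose for full effect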
# ATG4B inh = blocks human ATG4B protease cleavage of LC3 substrate; ATG4B cleavage of LC3-PLA2, NBD-HPC fluorescence, 1 h; inhibition, % at 8.33 µM; 0.51% of 340,000 active; AID 504462; in the data active = inhibition above about 40%
# hIAP inh = human IAP inhibition; P09923; purified IAP, CDP-Star luminescence, 30 min; inhibition, % at 10 µM; 0.12% of 330,000 active; AID 2544;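 active = inhibition reaching a set limit with compound at 10 µM in the primary screen, cut at about 35% in these data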;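 note: plate controls were DMSO wells with enzyme for no effect and no-enzyme buffer wells for full effect; values of inactives mirror those of a sister screen read the other way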
# TIM10 inh = TIM10 yeast growth inhibition; S. cerevisiae TIM10 strain growth, BacTiter-Glo luminescence, 24 h; inhibition, % at 10 µM; 1.4% of 330,000 active; AID 463195;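 active = inhibition of 40% or more at the single tested concentration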;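 note: wild-type TIM10 isogenic control strain grown at permissive 25 °C; 0% = DMSO yeast wells and 100% = minimal medium wells without yeast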
# mIAP block = blocks mouse intestinal alkaline phosphatase; purified mouse IAP, CDP-Star luminescence, 30 min; inhibition, % at 10 µM; 0.2% of 330,000 active; AID 2806;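 active = inhibition of at least 40% at 10 µM in the primary screen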;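 note: plate controls were DMSO with enzyme for no effect and no enzyme wells for full effect; values of inactives mirror those of a sister screen read the other way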
# * hit, by the source's call. The order is random. Share with any hit: about 4.5%.
SMILES,hIAP activ,mIAP act,Apaf-1 inh,tim10-1 inh,NLRP3 yeast inh,ATG4B inh,hIAP inh,TIM10 inh,mIAP block
CCOc1cc(CNCCSc2nnnn2C)cc(Br)c1OCc1ccc(F)cc1,0.92,0.93,19,24,28,-16,8,26,7
Cc1ccc([N+](=O)[O-])c(NC2OC(CO)C(O)C2O)c1 (centres undefined),1,0.93,-3,10,13,-9,-1,-21,7
CCc1nnc(NS(=O)(=O)c2ccc(N)cc2)s1,1.2,1,6,-11,8,-3,-17,0,-4
C[C@H]1CN([C@@H](C)CO)C(=O)c2cccc(NC(=O)c3ccc(-c4nccs4)cc3)c2O[C@@H]1CN(C)C(=O)NC1CCCCC1,0.87,0.96,4,8,-4,-9,13,3,4
COc1cccc(Oc2ncnc(N)c2[N+](=O)[O-])c1,1,0.99,-3,21,-2,3,-4,17,1
CC(C)C(=O)Nc1nnc(SCc2cccc(F)c2)s1,1.1,1,11,23,32,-1,-8,18,-2
COc1ccc(NS(=O)(=O)c2ccc(Oc3ncccn3)cc2)cc1,1.1,0.94,-6,-9,18,-1,-11,2,6
CCCSc1nnc2n(N)c(=O)c3ccccc3n12,0.83,0.97,-3,2,-7,-3,17,5,3
COc1ccc(CCNC(=O)CCCn2c(=O)c3cccn3c3cccnc32)c(OC)c1OC,1,1,15,21,8,-7,-5,19,-4
Cc1c(NS(=O)(=O)c2cc(C(=O)NC(C)c3ccccc3)ccc2Cl)c(=O)n(-c2ccccc2)n1C (centres undefined),1.2,0.95,-2,8,18,-9,-19,8,5
COC(=O)c1ccc2c(=O)n(C3CCCCC3)c(SCC#N)nc2c1,0.99,0.89,27,13,19,4,1,-1,11
CCNc1nc(ON=C(C)C)nc(N(C)C)n1,1.1,1,-2,-4,1,-8,-7,-4,-1
CC(C)OC(=O)c1cc2c(ccn2C)n1CC(=O)N(Cc1ccccc1)c1ccccc1,0.94,1.1,25,16,6,13,6,12,-5
CC(=O)N1CCN(C(=O)c2cccc(S(=O)(=O)Nc3c(C)n(C)n(-c4ccccc4)c3=O)c2)CC1,1.2,0.96,-5,6,5,-8,-15,-2,4
CCNC(=S)NNC(=O)c1ccc(S(=O)(=O)NCc2ccco2)cc1,1.2,0.87,-6,-1,20,-3,-19,-5,13
O=[N+]([O-])c1ccc(-c2nnc3cccc(Cl)n23)cc1,0.97,0.88,0,-3,3,6,3,19,12
CC(Oc1ccc(Cl)cc1)C(=O)N1CCCc2ccccc21 (centres undefined),1.2,0.95,16,21,19,3,-25,13,5
O=C(O)c1ccccc1NCCO,0.9,1,-9,-7,17,2,10,4,-1
O=C(c1ccc(Cl)c(S(=O)(=O)N2CCCCC2)c1)N1CCCC(C(F)(F)F)C1 (centres undefined),1.1,1,4,10,10,10,-12,-10,-1
Clc1ccc2oc(SCc3cccnc3)nc2c1,1,1,10,28,-1,5,-2,14,-2
CCOc1cc(S(=O)(=O)n2cc(-c3ccc(F)cc3)c(N)n2)cc(OCC)c1OCC,1,1.1,3,18,0,9,-2,7,-14
Oc1[nH]c(=S)sc1C=C1N=c2ccccc2=N1,0.88,0.93,5,-23,27,5,12,-9,7
COc1ccc(CN(CC(=O)NCC2CCCO2)C(=O)CCC(=O)Nc2cc(C)on2)cc1 (centres undefined),0.84,0.87,-3,5,13,1,16,-2,13
CCC(C)N1CCC2(CC1)N=c1c(c3c4c5c(C)c(O)c3c(O)c1=NC(=O)C(C)=CC=C[C@H](C)[C@H](O)[C@@H](C)[C@@H](O)[C@@H](C)[C@H](OC(C)=O)[C@H](C)[C@@H](OC)C=CO[C@@](C)(O5)C4=O)N2 (some centres undefined),0.97,0.94,14,10,20,-7,3,11,6
CCCCNS(=O)(=O)C1CCS(=O)(=O)C1 (centres undefined),0.93,1,3,8,4,-7,7,-5,-5
Cc1cc(F)ccc1NS(=O)(=O)c1c(C)nc2scc(C)n2c1=O,1,0.91,8,27,6,4,-2,-7,10
Cc1ccccc1Oc1nc2c(C)cccn2c(=O)c1/C=C(\C#N)C(=O)NC1CCS(=O)(=O)C1 (centres undefined),0.99,0.98,-13,18,3,-7,1,41*,2
O=C(Cn1c(=O)c2cccn2c2ccc(F)cc21)N1CCN(c2ccc(F)cc2)CC1,1.2,1,7,15,5,-6,-16,-6,-2
COC(=O)C1C(O)=C(C=Nc2cccc3ccccc23)C(=O)CC1(C)C (centres undefined),0.92,1.1,21,15,12,-11,8,12,-6
CCCC(=O)Nc1ccc(C(=O)N/N=C2\CC(=O)CC(C)(C)C2)cc1,0.75,1,-18,0,15,-7,25,-4,-2
CCOc1cc(CNCCO)cc(Br)c1OCc1ccccc1Cl,0.98,0.92,12,6,14,-15,2,13,8
O=C(OCC(=O)N1CCCc2ccccc21)c1cccc(S(=O)(=O)N2CCOCC2)c1,1.1,1,-7,30,13,-4,-12,18,-2
Cc1nnsc1C(=O)NNS(=O)(=O)c1ccccc1,0.95,1.1,0,15,12,-10,5,7,-10
CCOC(=O)c1ccc(N=c2sc(C(=O)OC)cc(=O)n2Cc2ccc3c(c2)OCO3)cc1,0.89,0.85,23,6,13,-1,11,11,14
CCOC(=O)c1[nH]cnc1C(=O)O,0.85,0.96,-6,-5,14,1,15,-7,4
CC1CCN(C(=O)C2CCCN(c3ncnc4c3nc3n4CCCCC3)C2)CC1 (centres undefined),1.1,0.99,2,26,16,-1,-9,14,1
C#Cc1ccc([C@@H]2C=C(C(=O)O)O[C@H](OCc3ccc(CO)cc3)C2)cc1,1,1,1,-7,9,2,-1,2,-2
Cc1ccc(S(=O)(=O)N2CCC(N3CCC(C)CC3)CC2)cc1,1.3,0.98,0,5,17,-3,-32,-6,2
COc1cc(/C=C(/C#N)C(=O)Nc2ccccc2)ccc1OCc1ccc(C(=O)O)cc1,0.99,0.96,3,8,-2,-10,1,7,4
CCCCc1ccc(NC(=S)NCCO)cc1,1,1,2,31,-15,-8,-2,-3,-1
CCOC(=O)C1CCCN(C(=O)CNC(=O)c2ccc(Br)o2)C1 (centres undefined),1.1,1.1,12,3,-4,3,-12,4,-10
O=C(NCCc1ccccc1)C1CCCN(C(=O)NC2CCCCC2)C1 (centres undefined),0.96,0.95,-10,6,2,-1,4,18,5
O=c1c2c(ncn1Cc1ccccc1)nc1n2CCC1,0.95,1.1,-2,11,-12,1,4,-2,-5
CN1CCN(CC(O)COc2ccc(S(=O)(=O)N3CCOCC3)cc2)CC1 (centres undefined),0.89,1.1,-2,7,-3,1,11,5,-6
COc1ccccc1CNC(=O)C(Cc1c[nH]c2ccccc12)NC(=O)OCc1ccccc1 (centres undefined),1.2,1.4,20,18,14,-6,-18,0,-35
O=C(Cc1ccccc1)N1CCC(c2nc(-c3ccc(F)cc3)no2)CC1,1.2,0.94,9,6,-23,-5,-18,22,6
CCOc1ccc(S(=O)(=O)N2CCC(C(=O)NCCc3ccc(S(N)(=O)=O)cc3)CC2)cc1,1,0.99,-1,-6,18,-10,-4,8,1
O=C(Cc1ccc(S(=O)(=O)N2CCOCC2)s1)N1CCN(S(=O)(=O)c2cccc([N+](=O)[O-])c2)CC1,1.1,0.92,7,9,6,6,-7,4,8
O=C(Nc1cc(S(=O)(=O)N2CCCCC2)ccc1Cl)C1=NN(c2ccccc2)C(=O)CC1,0.79,0.9,23,10,9,2,21,-4,10
CC1C(=O)Nc2ccccc2N1C(=O)c1c(F)cccc1F (centres undefined),0.98,1,-1,7,-3,5,2,0,-3
CCC(=O)N1CCc2cc(S(=O)(=O)NC(C(=O)Nc3cccc(C)n3)C(C)C)ccc21 (centres undefined),0.99,1.1,6,9,19,-7,1,3,-7
O=C(CN1C(=O)C2(OCCO2)c2ccccc21)c1ccc(Br)cc1,0.93,0.91,-12,14,43,-1,7,11,10
O=C(CSC1=NCCS1)Nc1ccc2ccccc2c1,0.95,1,0,23,35,-4,5,10,-4
O=C(CN1C(=O)C2CCCCC2C1=O)Nc1cccc(C(F)(F)F)c1 (centres undefined),0.86,1.1,1,-18,8,-15,14,-9,-6
O=C(CC(c1ccccc1)c1ccccc1)NCc1cccnc1,0.95,0.98,-10,2,11,8,5,14,2
C/C(=C\C(=S)Nc1ccccc1)Nc1ccc2ccccc2c1,0.75,0.81,41*,34,20,-8,25,36,19
N#CC(=C=[N-])c1nc2ccccc2nc1-[n+]1cccc(NC(=O)c2cccs2)c1,0.96,1,19,8,9,4,4,6,0
O=C(NCCCc1ccccc1)c1ccc([N+](=O)[O-])cc1Cl,1.1,0.98,0,8,39,0,-13,-11,2
Cc1ccc(OCC(=O)NN2C(=O)c3ccccc3C2=O)c(C)c1,1.3,0.86,1,11,0,-9,-31,17,14
COc1ccc(CNC(=O)CN2C(=O)CSc3ccc(S(=O)(=O)N4CCOCC4)cc32)cc1,1.1,1,-17,25,10,-10,-12,12,-2

# Looked up one by one from above, 2 records:
SMILES,hIAP activ,mIAP act,Apaf-1 inh,tim10-1 inh,NLRP3 yeast inh,ATG4B inh,hIAP inh,TIM10 inh,mIAP block
COc1ccc(CCNC(=O)CCCn2c(=O)c3cccn3c3cccnc32)c(OC)c1OC,1,1,15,21,8,-7,-5,19,-4
COc1cccc(Oc2ncnc(N)c2[N+](=O)[O-])c1,1,0.99,-3,21,-2,3,-4,17,1

# Continuation.
SMILES,hIAP activ,mIAP act,Apaf-1 inh,tim10-1 inh,NLRP3 yeast inh,ATG4B inh,hIAP inh,TIM10 inh,mIAP block
O=S(=O)(c1ccc(F)cc1)N1CCN(c2ccccc2)CC1,1.2,1,6,19,27,-10,-16,-20,-3
COc1ccc(C(=O)NCCCNC(=O)c2ccccn2)cc1Br,1.1,0.99,-8,-13,27,1,-11,-5,1
COc1ccc(C(=O)N2CCN(Cc3ccccc3)CC2)cc1[N+](=O)[O-],1,1,-10,2,12,1,-1,-5,-3
O=C(CN1C(=O)CCS(=O)(=O)c2ccccc21)NCc1ccccc1,0.92,0.98,-8,-4,1,-12,8,2,2
COc1ccc(NC(=O)CC2C(=O)N(c3cccc(OC)c3)C(=O)N2CCC(C)C)cc1 (centres undefined),0.87,1,-3,30,1,-5,13,6,-1
COc1cc2c(cc1OC)C(c1ccccc1)CC2=O (centres undefined),1.2,0.96,-17,9,4,-3,-23,9,4
COc1cccc2cc(S(=O)(=O)c3ccc(C)cc3)/c(=N/NS(=O)(=O)c3ccc(C)cc3)oc12,0.8,0.9,13,4,6,-9,20,4,10
COC(=O)c1ccc(COC(=O)CNC(=O)c2ccco2)cc1,1,1,1,0,10,-10,0,3,-2
O=C(O)CCn1nnc(-c2ccccc2)n1,1.1,0.99,-5,-5,13,-2,-11,-2,1
O=S(=O)(Nc1ccccc1N1CCCCC1)c1ccc(F)cc1,0.97,0.95,-3,11,14,1,3,-4,5
O=C(Nc1ccc(Oc2ccc(NC(=O)Nc3ccc([N+](=O)[O-])cc3)cc2)cc1)Nc1ccc([N+](=O)[O-])cc1,1.1,1,12,22,8,11,-6,-21,0
O=C(Nc1ccon1)C1CCN(S(=O)(=O)c2cccs2)CC1,0.74,1,10,-11,10,3,26,-14,0

# Grouped by structure, those above with a furan ring, fused or not (3)
SMILES,hIAP activ,mIAP act,Apaf-1 inh,tim10-1 inh,NLRP3 yeast inh,ATG4B inh,hIAP inh,TIM10 inh,mIAP block
CCNC(=S)NNC(=O)c1ccc(S(=O)(=O)NCc2ccco2)cc1,1.2,0.87,-6,-1,20,-3,-19,-5,13
CCOC(=O)C1CCCN(C(=O)CNC(=O)c2ccc(Br)o2)C1 (centres undefined),1.1,1.1,12,3,-4,3,-12,4,-10
COC(=O)c1ccc(COC(=O)CNC(=O)c2ccco2)cc1,1,1,1,0,10,-10,0,3,-2
